PHOSPHO1 inh: blocks human PHOSPHO1 phosphatase activity; Q8TCT1; recombinant PHOSPHO1, absorbance phosphatase assay; inhibition, % at 13.3 µM; 290,000 compounds, 1.1% hits; in the data active = inhibition above about 60%
Target sequence (Q8TCT1 whole entry, looked up): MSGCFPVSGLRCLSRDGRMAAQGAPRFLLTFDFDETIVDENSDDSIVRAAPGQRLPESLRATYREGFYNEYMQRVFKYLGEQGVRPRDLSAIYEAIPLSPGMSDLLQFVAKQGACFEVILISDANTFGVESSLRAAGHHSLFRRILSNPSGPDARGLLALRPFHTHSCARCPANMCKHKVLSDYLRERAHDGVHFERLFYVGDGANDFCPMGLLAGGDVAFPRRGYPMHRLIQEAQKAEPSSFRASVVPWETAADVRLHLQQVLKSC
pCIP destab: compounds decreasing mouse p/CIP protein stability; Q05BA5; F442A p/CIP-EGFP cells, EGFP fluorescence, 16 h; decrease of EGFP signal, % at 10 µM; 290,000 compounds, 0.01% hits; AID 1984;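 active = EGFP signal decrease of at least 30% at 10 µM or well 3 SD below plate mean, unless failing retest; inactive = the rest, including hits failing retest or dose response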; note: some compounds called inactive have numbers as strong as hits; many of its hits are not listed in these tables
CRFBP-R2 block: blocks CRF-induced signaling of the CRF-BP/CRF-R2 complex; HEK293 CRF-R2/CRF-BP, CRF-induced calcium fluorescence; inhibition, % at 11.8 µM; 350,000 compounds, 0.59% hits;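 active = inhibition of the ligand-induced calcium signal above about 50% at the single tested concentration, limit read from the data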
MEKK3 PB1 HTS: modulators (inhibitors or enhancers) of MEK5 binding to human MEKK3 PB1 domain | Q99759 | bead-based flow cytometry, Alexa488-MEK5 binding to MEKK3; actives lie on both sides; 0 = blocked by unlabeled MEK5, 100 = vehicle | 290,000 compounds, 1.4% hits | binding response (% of control), % at 10 µM;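 active = binding response more than 3 SD above or below the average of its plate-row segment, actives on both sides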;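 note: Alexa488 bead fluorescence after subtracting the streptavidin-only scavenger bead signal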
CRFR2-BP ag: agonists of human CRF-binding protein/CRF-R2 receptor complex; HEK293 CRF-R2/CRF-BP, calcium dye fluorescence (FLIPR); percent of saturating CRF peptide response; activation, % at 13.2 µM; 350,000 compounds, 0.46% hits; AID 588473;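 active = activation of at least 50%, plus an integration ratio under a set limit after plate pattern correction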;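 note: plate controls were neutral control wells without compound for no effect and CRF at EC100 for full effect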
CHRM4 PAM: positive allosteric modulators of human muscarinic M4 receptor | CHO-K1 hM4/Gqi5, Fluo-8 calcium fluorescence, ACh EC20; 0% = ACh EC20, 100% = maximal ACh | activation, % at 3 µM | 360,000 compounds, 0.4% hits;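 active = activation above its plate's cutoff, the mean activation of sample wells plus 3 SD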; note: some results filed as inactive read as strong as hits
Target sequence (P08173 whole entry, looked up): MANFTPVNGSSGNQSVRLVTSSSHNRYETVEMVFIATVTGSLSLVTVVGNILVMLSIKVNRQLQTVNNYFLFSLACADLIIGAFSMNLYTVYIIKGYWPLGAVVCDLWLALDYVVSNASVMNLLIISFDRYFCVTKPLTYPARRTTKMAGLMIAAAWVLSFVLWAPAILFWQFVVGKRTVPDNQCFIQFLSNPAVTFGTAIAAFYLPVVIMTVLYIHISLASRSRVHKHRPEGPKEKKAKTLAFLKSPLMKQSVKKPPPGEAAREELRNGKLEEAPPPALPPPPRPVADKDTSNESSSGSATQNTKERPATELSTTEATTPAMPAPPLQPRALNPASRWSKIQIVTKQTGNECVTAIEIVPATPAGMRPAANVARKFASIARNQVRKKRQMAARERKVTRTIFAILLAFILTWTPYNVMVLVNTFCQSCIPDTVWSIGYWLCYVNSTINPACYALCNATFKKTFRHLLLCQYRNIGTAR
IDE act: IDE (human) activation, cell-based; P14735; HEK cells, FAbeta-B cleavage, fluorescence polarization; 0% vehicle, 100% cell-free pure enzyme wells; activation, % at 5.96 µM; 340,000 compounds, 0.073% hits; AID 493087;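 active = activation above the mean of all tested compounds plus 3 SD, set per screening campaign, cut at about 17% in these data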
GalR3 antagonist: blocks the human galanin receptor 3 | HEK293 GalR3-CNG cAMP membrane potential fluorescence; galR3 body fused to GalR1 C-terminus | O60755 | AID 651719 | 360,000 compounds, 0.44% hits | inhibition, % at 3 µM;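 active = inhibition above the screen-wide average plus 3 SD, cut at about 13% in these data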;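 note: forskolin and galanin both at EC90 stimulate the cells; cAMP rise reported by CNG channel membrane potential dye signal; 0% = forskolin plus galanin with DMSO and 100% = forskolin alone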
IDE inh: inhibits human insulin-degrading enzyme in HEK cells. inhibition, % at 5.59 µM. AID 434962. 320,000 compounds, 0.41% hits. FAbetaB cleavage, fluorescence polarization. P14735;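 active = percent inhibition above the average of all tested compounds plus 3 SD, set per screening campaign, cut at about 16% in these data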;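 note: IDE supplied by intact live HEK cells; FP after avidin binding of uncleaved biotin substrate so inhibition keeps polarization high; 0% = DMSO wells and 100% = 60 µM reference IDE inhibitor Ii1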
The depositor's hits bear a star; · = not tested or not shown; & = joins results of further samples; [ ] = another dose, or the depositor's remark.

Structure	PHOSPHO1 inh	pCIP destab	CRFBP-R2 block	MEKK3 PB1 HTS	CRFR2-BP ag	CHRM4 PAM	IDE act	GalR3 antagonist	IDE inh
CN(C)CC(=O)Nc1ccc(Oc2ccc(Cl)cc2)cc1	4	5	-5	102	-0.3	0	0	-6	0
CCc1c(C)nc2ncnn2c1N1CCN(S(=O)(=O)c2ccc(OC)cc2)CC1	-10	-25	2	103	-3.1	7	12	-5	-1
O=C(NCc1ccco1)NC12CC3CC(CC(C3)C1)C2	-10	-10	8	81*[inhibitor]	2.4	6	8	-5	4
CN1CC(=O)N/C1=N\C(=O)Nc1ccc2c(c1)N(C)C(=O)CS2	18	-6	-6	90	-0.4	5	4	0	7
COc1cc(C2C(=O)c3ccccc3C2=O)ccc1O	25	-14	23	103	-0.9	-6	-11	-7	9
C#CCOC(=O)CCCN1C(=O)c2cccc3cccc(c23)C1=O	·	·	-3	·	-1.1	4	·	-5	·
CCOc1ccc2oc(C(=O)NC3CCN(Cc4ccccc4)CC3)c(C)c2c1	-23	8	-17	101	1.5	3	2	-4	8
Cc1ccc(C(=O)Oc2ccc(-c3nccc(-c4ccccn4)n3)cc2)cc1	4	1	8	104	2.9	8	-3	0	3
CC[C@]12c3[nH]c4ccc(OC)cc4c3CCN1C(=O)C(CC(=O)NCCCN(C)C)C[C@@H]2C(=O)N1CCN(C(=O)c2ccco2)CC1 (stereo partly specified)	·	·	0	·	-0.5	5	5	-6	·
C/C(=N\Nc1ccc([N+](=O)[O-])cc1[N+](=O)[O-])c1cccnc1	2	5	-14	100	1.3	-9	5	-9	2
Cn1c(/C=C/c2ccccc2[N+](=O)[O-])nc2ccccc2c1=O	29	6	2	100	-2.5	1	2	-9	·
CCNS(=O)(=O)c1ccc2nc(NC(=O)/C=C/c3cc(OC)c(OC)c(OC)c3)sc2c1	-8	2	36	96	-0.3	-1	4	-4	0
CC1CCCCN1C(=O)CSc1nnc(CSc2ncccn2)n1C (stereo unspecified)	38	-4	-1	112	-0.5	-4	4	0	-3
O=C(/C=C/c1ccc2c(c1)OCO2)NCCSCc1ccc(Cl)cc1	42	-5	23	103	-2.7	-2	13	-6	2
O=C(COc1ccc(Br)cc1)N(Cc1cccs1)C1CCS(=O)(=O)C1 (stereo unspecified)	28	-4	-9	98	0.8	8	6	-3	4
CC(=O)N1CCN(c2ccc(NCc3cccc4ccccc34)cc2)CC1	30	-8	15	102	0.1	-9	5	-10	-2
Cc1ccsc1-c1n[nH]c(=S)n1CC(C)C	7	-12	-3	100	-1.5	3	-5	-3	7
O=C(CN1CCOCCOCCN(CC(=O)Nc2ccccc2)CCOCC1)Nc1ccccc1	4	2	-7	105	-0.1	2	3	-1	7
O=C(c1cccc(COc2cccc3ccccc23)c1)N1CCCC1	-8	-4	8	104	0.2	7	-10	-1	11
COc1ccc([N+](=O)[O-])cc1C(=O)Nc1ccc(Cc2ccncc2)cc1	34	-35	12	93	0.2	-1	-2	-2	-2
CCN(CC)S(=O)(=O)N1CCC(C(=O)NC2CCCc3ccccc32)CC1 (stereo unspecified)	11	-49	-4	100	0.9	0	-3	1	7
O=[N+]([O-])c1ccc(CN2CCN(c3nc4ccccc4s3)CC2)cc1	20	-6	1	103	0.4	1	-2	-9	-3
COc1ccccc1N(C)S(=O)(=O)c1ccc(C(=O)OCC(=O)c2c[nH]c3ccccc23)cc1	9	-7	-16	104	18	-9	-6	-5	1
COc1cc(-c2nnc(COC(=O)c3ccc(C)o3)o2)cc(OC)c1OC	·	·	1	·	0.0	4	4	-6	3
Cc1ccccc1C(=O)N1CCC(C(=O)NCCc2ccc(S(N)(=O)=O)cc2)CC1	30	-3	3	101	0.4	6	0	-5	-4
COc1cc(C(=O)NCC(=O)NNC(=O)C2COc3ccccc3O2)cc(OC)c1OC (stereo unspecified)	·	·	4	·	0.7	7	1	-6	-2
O=C(CC12CC3CC(CC(C3)C1)C2)N1CCOCC1	-14	8	-18	100	0.5	-1	3	1	2
CC(=O)Nc1ccc(C(=O)N2CCCC2)cc1	27	-5	6	105	1.9	7	0	-2	0
O=C1c2ccccc2C(=O)N1CCCc1nc2ccccc2c(=O)n1CCCn1ccnc1	2	-2	5	100	-0.4	-2	2	-4	-4
COC(=O)c1ccc(NC(=O)CO/N=C2\CCCc3nonc32)cc1	-132	-6	3	105	-1.2	-3	0	-4	-1
CCn1c(CC(=O)Nc2ccc(C)c(Cl)c2)nnc1SCc1ccc(Cl)c(Cl)c1	36	-2	10	93	3.4	-9	5	-6	3
O=C(c1cc(COc2ccccc2)on1)N1CCCC(CN2CCOCC2)C1 (stereo unspecified)	31	4	0	102	-0.4	3	3	-6	0
NC(=O)c1ccccc1N=Cc1cccnc1	·	·	5	·	0.1	5	5	-4	0
O=C(NC(=S)N1CCN(C/C=C/c2ccccc2)CC1)c1ccco1	35	-16	2	85	0.1	-6	4	-4	-7
CC(C)=CCC(C)(C)C1OCCN1C(=O)Nc1ccccc1 (stereo unspecified)	-7	-3	1	98	-0.1	-5	4	-5	-3
N#C/C(=C\c1ccc(O)c(O)c1)C(=O)NCCCc1ccccc1	-14	-14	-10	88	3.0	-2	-37	-2	29*
CCOC(=O)c1cnc(-n2[nH]c(C)cc2=O)[nH]c1=O	38	-2	5	94	-0.5	-2	·	6	5
COc1ccc(Cl)cc1S(=O)(=O)NC(C)C(=O)NCc1ccc2c(c1)OCO2 (stereo unspecified)	16	-6	-14	95	2.4	-6	1	-7	2
CN(C)S(=O)(=O)c1ccc(Nc2nc(C3CC3)nc3c2nnn3Cc2ccccc2Cl)cc1	-5	0	7	110	0.1	1	3	-8	-7
O=C(Cn1cnc2ccccc21)N/N=C/c1ccccc1	-6	9	9	98	-0.4	2	8	5	3
CC(=O)NCCCCCCNC(C)=O	-6&4	2&-6	-4	88&105	-0.8	5	5	2	2
COc1ccc(C(=O)OCc2ccccc2C#N)cc1S(=O)(=O)N1CCOCC1	·	·	8	·	1.3	6	·	-4	·
COc1ccc(-n2cc(-c3ccccc3)nc2SC)cc1	-6	-12	25	104	0.1	-10	-3	2	5
CCc1c(C)nc2ncnn2c1N1CCCC(C(=O)NCc2cccs2)C1 (stereo unspecified)	37	-10	10	93	1.6	3	0	-3	5
COc1cccc(NC(=O)c2cccc(C)c2[N+](=O)[O-])c1	-11	6	15	101	-0.1	-1	-1	-5	4
O=C1CCCc2c1[nH]c1ccc(CN3CCCCC3)cc21	-11	0	28	84	8.2	-2	-1	-6	-1
N#Cc1ccccc1/C=N/Nc1nc(-c2ccccc2)c2cc(Cl)ccc2n1	17	-1	-9	103	3.3	1	2	-5	9
CC(Oc1ccc(Cl)cc1Cl)C(=O)NNC(=O)c1cccnc1 (stereo unspecified)	7	0	-12	106	-0.5	0	4	3	1
CCNC(=O)COC(=O)c1cc(-c2ccccc2)nn1-c1ccccc1	52	-35	-4	97	0.0	2	2	-5	6
COCCN(C(=O)Cc1cccs1)C(C(=O)NCc1ccc(OC)cc1)c1ccccc1 (stereo unspecified)	22	-5	13	101	0.1	-3	2	-9	8
CC(C)CNc1nc(S(=O)(=O)c2ccccc2)c(Cl)s1	20	-6	19	100	-2.2	12	4	-8	5
CCN(c1ccccc1)S(=O)(=O)c1cc(OC)ccc1OC	8	-5	-18	80	-0.9	8	-3	-7	1
Cc1c(NC(=O)C(C)N2C(=O)C3C4C=CC(C4)C3C2=O)c(=O)n(-c2ccccc2)n1C (stereo unspecified)	-9	-3	14	107	0.0	10	-3	6	2
O=C(NCc1ccc2c(c1)OCO2)C1CCN(c2ccc(S(=O)(=O)N3CCCC3)cc2)CC1	-3	-13	-29	101	3.3	-12	2	-7	4
COc1cccc(CC(=O)NN2C(=O)NC3(CCCCC3)C2=O)c1	·	·	0	·	0.2	14	0	-5	0
O=C(Oc1ccccc1N1CCOCC1)c1ccccc1	32	-4	-7	81	-1.5	5	1	-6	-5

The listing continues.
Structure	PHOSPHO1 inh	pCIP destab	CRFBP-R2 block	MEKK3 PB1 HTS	CRFR2-BP ag	CHRM4 PAM	IDE act	GalR3 antagonist	IDE inh
O=C1CC(Cc2ccccc2)C(=O)N1c1ccccn1 (stereo unspecified)	28	1	1	106	-0.1	18	1	-3	2
CCC(C)C(NC(=O)c1ccccc1NC(=O)c1ccc(C)cc1)C(=O)O (stereo unspecified)	-1	-5	-1	96	-1.7	0	1	-4	6
O=C(O)c1cccc(NS(=O)(=O)c2ccc(Oc3ccc(S(=O)(=O)Nc4cccc(C(=O)O)c4)cc3)cc2)c1	·	·	-7	·	-1.9	8	3	0	-3
O=c1[nH]c2cc(S(=O)(=O)CCO)ccc2o1	1	1	7	102	-0.1	0	3	-4	-1
Cc1cc(C(=O)NCCN2CCCCC2C)n(-c2ccccc2)n1 (stereo unspecified)	-6	-8	1	107	2.3	-1	0	2	3
COCCn1nnnc1C(C(C)C)N(Cc1cccnc1)Cc1cc2cc(OC)ccc2[nH]c1=O (stereo unspecified)	-46	4	0	90	2.2	8	4	11	4
Cc1nn(-c2ccccc2)c(C)c1NC(=O)COC(=O)c1ccccc1	·	·	-4	·	1.8	2	-2	-1	-2
COc1ccc(C(=O)NCC(c2ccco2)N2CCc3ccccc3C2)c(OC)c1 (stereo unspecified)	·	·	-2	·	-1.8	3	·	-1	·
CCOC(=O)NC1(C(F)(F)F)NC(=O)N(c2ccc(F)cc2)C1=O (stereo unspecified)	-6	8	4	102	0.4	0	6	-7	4
COC(=O)C1=C(C)NC(=O)/C1=C/c1ccc(CNS(=O)(=O)c2ccc(C)cc2)o1	41	-8	8	98	-1.2	4	0	1	4
